Assay outcomes: PubChem BioAssay, several laboratories
Avidin fluor: green autofluorescence of compounds with avidin beads – biophysical, 488/530 nm, flow cytometry, artefact control, profiling panel; compound fluorescence 488/530 nm; active compounds read high; fluorescence (KMESF) at 10 µM; hit rate 0.38% among 220,000; in the data active means fluorescence above about 47; further: inactives centre near 10
Cdc42 wt: modulators of GTP binding to wildtype Cdc42, primary screen, biochemical, multiplex bead flow cytometry, Bodipy-GTP. Cell division control protein 42 homolog (Homo sapiens), P60953. GST-Cdc42 beads; actives lie on both sides. percent activity (GTP binding), % at 10 µM. hit rate 0.2% among 190,000. AID 761, 2007;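 active means percent activity GTP binding at least 20 points away from the 100% baseline, either down as inhibitor or up as activator; inconclusive means compound flagged as likely green fluorescent from well-wide comparison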;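 further: median bead fluorescence of bound Bodipy-FL-GTP at 100 nM; 0% = excess unlabeled GTP control and 100% = no compound control; below 100% means less GTP binding so inhibitor and above means activator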
Target sequence (P60953 whole entry, looked up): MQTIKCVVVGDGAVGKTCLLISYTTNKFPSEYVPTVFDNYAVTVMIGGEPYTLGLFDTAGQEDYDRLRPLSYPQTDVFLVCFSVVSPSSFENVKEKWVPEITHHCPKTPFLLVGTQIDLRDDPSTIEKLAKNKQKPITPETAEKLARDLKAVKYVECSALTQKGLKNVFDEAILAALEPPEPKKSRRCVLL
Rab2A wt mod: modulators of GTP binding to Rab2A wildtype, primary screen, biochemical, dog, bead-based flow cytometry, multiplex; Ras-related protein Rab-2A (Canis lupus familiaris), P61105; GST-Rab2 wt beads, Bodipy-GTP binding; GTP binding activity, % at 10 µM; hit rate 0.19% among 190,000; AID 760, 2007;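 active means GTP binding activity at least 20 points away from 100%, either lowered or raised; inconclusive means signal likely due to the compound's own green fluorescence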;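 further: 0% = beads with excess unlabeled GTP and 100% = no-compound control corrected for plate trend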
Rac1 wt GTP bind: wildtype Rac1 GTP binding modulators, primary screen, biochemical, GST-Rac1 beads, flow cytometry, multiplex; GTP binding activity (% of control), % at 10 µM; AID 757, 2007; hit rate 0.27% among 190,000; fluorescent GTP binding; actives lie on both sides; 0 = cold GTP competed, 100 = untreated; Ras-related C3 botulinum toxin substrate 1 (Homo sapiens), P63000;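 active means GTP binding activity at least 20 points away from the 100% control level, either lower or higher; inconclusive means compound flagged as likely green fluorescent, judged across all proteins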
Pf gamet viab: late stage P. falciparum gametocyte viability inhibitors, primary screen, ATP luminescence, HTS; P. falciparum stage V gametocytes, 24 h; inhibition, % at 10.9 µM; hit rate 0.065% among 150,000; AID 743093, 2013;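 active means inhibition above the mean plus 3 SD of compounds within the control limits, set per campaign, cut at about 38% in these data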;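 further: 0% = DMSO wells and 100% = medium only without gametocytes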
Rac1 mut GTP: GTP binding modulators of activated mutant Rac1, primary screen, biochemical, bead-based flow cytometry, multiplex, fluorescent GTP; Ras-related C3 botulinum toxin substrate 1 (Homo sapiens), P63000; GST-Rac1 activated beads; actives lie on both sides; 100% means binding = to untreated wells; percent activity (GTP binding), % at 10 µM; hit rate 0.11% among 190,000;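 active means GTP binding at least 20 percentage points away from the 100% baseline, in either direction, so actives lie on both sides; inconclusive means Compound likely fluorescent itself, or too few beads counted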
HRas wt GTP bind: modulators of GTP binding to HRas wildtype, primary screen, biochemical, bead-based flow cytometry, multiplex; GST-Ras wt beads, Bodipy-FL-GTP binding; actives lie on both sides; GTP binding activity, % at 10 µM; hit rate 0.14% among 190,000;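 active means GTP binding activity at least 20% away from the 100% baseline, either lowered as inhibitor or raised as activator; inconclusive means flagged as likely green fluorescent, judged across all proteins in the well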;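 further: 0% = unlabeled GTP competition control and 100% = no-compound control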
Target sequence (P01112 whole entry, looked up): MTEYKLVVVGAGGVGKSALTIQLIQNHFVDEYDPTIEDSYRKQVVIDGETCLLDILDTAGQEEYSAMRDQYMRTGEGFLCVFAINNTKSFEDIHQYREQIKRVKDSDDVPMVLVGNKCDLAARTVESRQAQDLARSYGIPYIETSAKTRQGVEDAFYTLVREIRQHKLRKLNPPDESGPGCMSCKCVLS
Mcl1 Bid PPI: Mcl-1/Bid binding inhibitors, primary screen, biochemical, TR-FRET, 1536-well; Induced myeloid leukemia cell differentiation protein Mcl-1 (Homo sapiens), Q07820; TR-FRET Mcl-1/Bid-Dy647 peptide binding; inhibition, % at 21.7 µM; hit rate 0.97% among 220,000;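 active means compounds that cut the binding signal by more than half at the single screening dose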;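 further: His-tagged Mcl-1 with europium anti-His antibody binding Bid BH3 peptide; 0% = Mcl-1 plus peptide wells and 100% = peptide-only wells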
Target sequence (Q07820 whole entry, looked up): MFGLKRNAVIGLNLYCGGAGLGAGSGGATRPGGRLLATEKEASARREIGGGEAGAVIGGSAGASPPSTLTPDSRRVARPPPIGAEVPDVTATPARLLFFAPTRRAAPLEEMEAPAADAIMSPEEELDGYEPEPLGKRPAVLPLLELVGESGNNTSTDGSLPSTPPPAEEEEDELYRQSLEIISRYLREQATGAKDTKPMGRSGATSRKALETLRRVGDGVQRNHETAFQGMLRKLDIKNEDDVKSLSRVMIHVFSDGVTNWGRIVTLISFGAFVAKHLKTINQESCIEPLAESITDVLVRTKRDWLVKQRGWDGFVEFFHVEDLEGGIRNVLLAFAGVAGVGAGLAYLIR
GSH fluor: compound fluorescence on glutathione beads, profiling panel, artefact control, biophysical, 488/530 nm, flow cytometry. GSH beads flow cytometry, compound fluorescence 488/530 nm; active compounds read high. hit rate 0.25% among 190,000. AID 1776, 2009. fluorescence (KMESF) at 10 µM; in the data active means fluorescence above about 89;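 further: glutathione beads carrying GST-tagged Bcl family fusion proteins plus one bare bead set; values are compound well signal with DMSO vehicle wells as background; inactives centre near 16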
Mcl1-Noxa inh: Mcl-1/Noxa binding inhibitors, primary screen, biochemical, TR-FRET, 1536-well; inhibition, % at 21.7 µM; hit rate 1.5% among 220,000; TR-FRET Mcl-1/Noxa peptide binding, 2 h; Induced myeloid leukemia cell differentiation protein Mcl-1 (Homo sapiens), Q07820;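 active means compounds that cut the protein-peptide binding signal by more than 50% relative to plate controls in a single-dose test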;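 further: His-tagged Mcl-1 with rhodamine Noxa BH3 peptide and terbium anti-His antibody; 0% = Mcl-1 plus Noxa peptide wells and 100% = peptide-only wells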
Rab7 wt modul: modulators of GTP binding to Rab7, primary screen, biochemical, wildtype, multiplex bead flow cytometry; Rab7 GTPase wild type (dog), Bodipy-FL-GTP binding; GST-Rab7 beads, fluorescent GTP binding; actives lie on both sides; untreated = 100%, excess cold GTP = 0%; GTP binding activity (percent of control), % at 10 µM; hit rate 0.055% among 190,000; AID 758, 2007;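 active means fluorescent GTP binding to Rab7 beads changed by at least 20 points from the 100% baseline, either direction, mostly lower; inconclusive means compound itself probably fluorescent, or too few beads counted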;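 further: median green fluorescence of bound Bodipy-FL-GTP per Rab7 bead population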
An asterisk follows results filed as active; ? = inconclusive; . = no result given.

SMILES	Avidin fluor	Cdc42 wt	Rab2A wt mod	Rac1 wt GTP bind	Pf gamet viab	Rac1 mut GTP	HRas wt GTP bind	Mcl1 Bid PPI	GSH fluor	Mcl1-Noxa inh	Rab7 wt modul
O=C1CN(C(=O)/C=C/c2ccco2)c2ccccc2N1	8	95	97	92	12	93	95	-34	15	11	104
CCOc1c2ccc(C(=O)N[C@H](C)C3CCCCC3)cc2nn1CCOC	6	?	?	?	12	?	?	-44	61	4	?
Cc1noc(C)c1C(=O)Nc1ccc(F)c(F)c1	10	102	102	105	22	102	103	-22	9	-7	100
CCCCN(CCCNC(=O)C1CCN(S(=O)(=O)N2CCOCC2)CC1)Cc1ccccc1	36	100	100	101	.	97	99	-1	27	3	100
Cc1nn(C)c(Oc2ccc(Cl)cc2)c1C(=O)Nc1ccc(F)cc1F	10	103	99	106	.	99	103	-29	39	-3	101
CC1CCCC(NC(=O)COC(=O)CCSc2ccccc2)C1C (stereo not given)	12	98	97	100	-23	94	97	-3	16	-17	106
COc1ccccc1N(CC(=O)NCC(C)C)S(=O)(=O)c1cccs1	11	99	97	101	.	96	99	-41	7	3	101
CC(=O)NC1(c2ccccc2)CCN(c2cc(C)nc(-c3ccccc3)n2)CC1	11	98	97	96	-6	94	95	4	13	10	96
O=C(N/N=C/c1ccc(Br)o1)c1ccc2c(c1)OCCO2	5	99	98	105	-7	100	99	1	10	18	98
CCNC(=S)NNC(=O)c1csc(CC)c1	20	102	99	105	.	98	99	-15	15	11	97
CN=C(Nc1ccc2c(c1)OCO2)SC1CC(=O)N(c2ccccc2)C1=O (stereo not given)	21	102	100	104	16	101	100	-6	17	7	96
CN(C)CCCN(C(=O)c1sc2ccccc2c1Cl)c1nc2ccc(F)cc2s1	15	102	99	106	.	98	100	-3	10	8	97
COc1ccc(C(=O)/C=C/N(C)C)cc1OC	12	105	99	106	10	99	101	-2	36	12	101
CC(C)c1ccc(C2C3CSCC=C3C(C#N)=C(N)C2(C#N)C#N)cc1 (stereo not given)	11	94	95	95	.	93	97	-28	10	14	95
Cn1c(=O)c2c(nc3n2CCS3)n(C)c1=O	6	92	94	89	-4	92	90	-14	14	0	97
CCOC(=O)C1=C(C)NC(=O)NC1c1ccc(OC)c(Cl)c1 (stereo not given)	4	101	101	103	.	99	102	-7	36	21	103
CCOC(=O)C(NCc1ccc(OC)cc1)(NC(C)=O)C(F)(F)F (stereo not given)	4	99	98	99	-7	99	99	-5	24	11	93
O=C(NCCCN1CCN(Cc2ccccc2)CC1)C1CCN(S(=O)(=O)N2CCC3(CC2)OCCO3)CC1	12	96	99	97	.	96	99	-20	18	10	106
COc1ccc(S(=O)(=O)N2CCCC(C(=O)Nc3cccnc3)C2)cc1Cl (stereo not given)	33	101	102	104	.	101	101	16	18	4	97
O=C(NN1C(=O)C2C3C=CC(O3)C2C1=O)c1cccc(O)c1 (stereo not given)	13	103	101	102	18	101	100	-3	12	5	100

A second format for 9 compounds above.
Screens in order: Avidin fluor, Cdc42 wt, Rab2A wt mod, Rac1 wt GTP bind, Pf gamet viab, Rac1 mut GTP, HRas wt GTP bind, Mcl1 Bid PPI, GSH fluor, Mcl1-Noxa inh, Rab7 wt modul
CN(C)CCCN(C(=O)c1sc2ccccc2c1Cl)c1nc2ccc(F)cc2s1
    15, 102, 99, 106, ., 98, 100, -3, 10, 8, 97
COc1ccc(C(=O)/C=C/N(C)C)cc1OC
    12, 105, 99, 106, 10, 99, 101, -2, 36, 12, 101
CC(C)c1ccc(C2C3CSCC=C3C(C#N)=C(N)C2(C#N)C#N)cc1 (stereo not given)
    11, 94, 95, 95, ., 93, 97, -28, 10, 14, 95
Cn1c(=O)c2c(nc3n2CCS3)n(C)c1=O
    6, 92, 94, 89, -4, 92, 90, -14, 14, 0, 97
CCOC(=O)C1=C(C)NC(=O)NC1c1ccc(OC)c(Cl)c1 (stereo not given)
    4, 101, 101, 103, ., 99, 102, -7, 36, 21, 103
CCOC(=O)C(NCc1ccc(OC)cc1)(NC(C)=O)C(F)(F)F (stereo not given)
    4, 99, 98, 99, -7, 99, 99, -5, 24, 11, 93
O=C(NCCCN1CCN(Cc2ccccc2)CC1)C1CCN(S(=O)(=O)N2CCC3(CC2)OCCO3)CC1
    12, 96, 99, 97, ., 96, 99, -20, 18, 10, 106
COc1ccc(S(=O)(=O)N2CCCC(C(=O)Nc3cccnc3)C2)cc1Cl (stereo not given)
    33, 101, 102, 104, ., 101, 101, 16, 18, 4, 97
O=C(NN1C(=O)C2C3C=CC(O3)C2C1=O)c1cccc(O)c1 (stereo not given)
    13, 103, 101, 102, 18, 101, 100, -3, 12, 5, 100

Other structures:
SMILES	Avidin fluor	Cdc42 wt	Rab2A wt mod	Rac1 wt GTP bind	Pf gamet viab	Rac1 mut GTP	HRas wt GTP bind	Mcl1 Bid PPI	GSH fluor	Mcl1-Noxa inh	Rab7 wt modul
COc1cccc(-n2c(=O)[nH]cc(C(=O)Nc3ccc(NC(C)=O)cc3)c2=O)c1	7	98	98	100	.	98	98	-3	13	10	99
CCOC(=O)CC(=O)CSc1nc2cc(C)ccc2cc1C	7	94	96	101	.	96	98	-7	40	20	99
CC(CN(C)Cc1ccccc1)OC(=O)c1ccc(F)cc1 (stereo not given)	11	98	96	101	2	99	98	-7	10	12	95
COc1ccc2ccccc2c1/C=N/NC(=O)c1sc(N)c(C#N)c1C	7	94	94	94	-1	97	93	7	14	23	94
Cc1ccc(C(=O)Nc2ccc(-c3csc(C)n3)cc2)cc1	8	89	96	93	-13	92	94	-6	15	2	98
CCOc1ccc(NC(=O)CNC(=O)COc2ccccc2)cc1	25	104	101	104	14	100	100	2	12	19	102
O=C(CN(c1cccc([N+](=O)[O-])c1)S(=O)(=O)c1ccccc1)N(Cc1ccccc1)Cc1ccccc1	12	100	97	103	-18	98	98	12	10	0	101
C=CCNc1c2c(nc3nnnn13)CCCC2	24	96	94	101	-33	96	94	-8	8	-15	92
Cc1ccc(OCCCn2cc(C#N)c3ccccc32)cc1	5	96	98	101	-10	95	95	5	17	7	94
Cc1ccc(NC(=O)N2CCCc3ccccc32)cc1	11	95	98	94	2	96	94	-18	26	-12	95
COc1cccc2c(=O)cc(C)n(CC(=O)Nc3ccccc3C)c12	14	104	103	105	-30	100	102	-16	21	11	103
O=C(CCCC(=O)N(c1ccc2c(c1)OCCO2)C(C(=O)NC1CCCCC1)c1ccc(F)cc1)Nc1ccccn1 (stereo not given)	22	95	102	97	.	96	97	0	12	5	102
Cc1occc1-c1nnc(SCC(=O)N2CCc3ccccc32)o1	7	104	100	106	.	99	102	-18	4	-20	102
COCCn1nnnc1SCC(=O)c1ccc(F)cc1	28	102	102	104	.	99	102	-30	21	-7	97
O=C(CSc1nc2ccccc2c(=O)n1-c1ccc(F)cc1)NCc1ccco1	5	103	101	110	.	101	104	-39	46	21	100
CCC(=O)Nc1c(C(=O)N2CCN(c3ccccn3)CC2)cnn1-c1ccc(C)cc1	5	104	100	105	11	101	102	-1	10	2	94
Cc1ccccc1Cn1nc(C)c(NC(=O)c2nc3n(n2)C(C(F)F)CC(C)N3)c1C (stereo not given)	13	104	101	104	.	101	99	-22	30	48	102
CC(C)c1c(Cl)c(O)c(-c2ccccc2)c(=O)n1-c1ccc(F)cc1	3	94	95	97	9	96	99	57*	9	31	100
CC(CNS(=O)(=O)c1cc(Cl)ccc1Cl)CN(C)C (stereo not given)	14	101	97	99	.	98	98	4	29	4	95
CCOc1ncccc1C(=O)NCc1ccc(C)cc1	14	98	99	101	-8	100	100	-5	18	3	98
Cc1cc(O)c(C(C)C)cc1NC(=O)c1cccc(Cl)c1	10	102	99	104	17	99	98	-34	17	12	98
CC(=O)N1CSCC1C(=O)N1CCN(c2ccc(N3CCOCC3)nn2)CC1 (stereo not given)	5	99	97	101	.	97	98	-33	14	-2	96
CC(C)CCNC(=O)NC(=O)COC(=O)/C=C/c1cc(Br)ccc1F	14	95	94	97	.	96	96	-23	11	13	94
CCOC(=O)C1(C)NC(c2ccco2)C2C(=O)N(c3ccc(C)cc3)C(=O)C21 (stereo not given)	22	101	104	105	18	99	105	-5	18	9	100
CCCCC(CC)C(=O)Nc1cccc(SC)c1 (stereo not given)	10	92	97	99	16	95	98	-18	15	8	103
CSCCC(NC(N)=O)C(=O)NCc1ccccc1Cl (stereo not given)	9	98	96	99	.	97	98	-73	10	-7	95
CC(Nc1cc(N2CCN(S(=O)(=O)N(C)C)CC2)ccc1[N+](=O)[O-])c1ccccc1 (stereo not given)	11	?	?	?	-2	?	?	-11	16	-7	?
O=C(NCCSc1c[nH]c2ccccc12)c1ccco1	10	103	103	106	.	102	102	-34	18	27	102
O=C(O)c1ccc2nc(CO)[nH]c2c1	4	104	101	111	.	102	104	-42	42	-4	103
C=CCN1C(=O)/C(=C\c2ccc(OC(=O)c3ccco3)c(OC)c2)SC1=S	10	101	98	103	.	98	96	-19	26	7	98
CCN1CCCC1CNC(=O)Cn1cc2c(n1)CCC(C)C2 (stereo not given)	5	105	103	103	.	100	104	-29	16	7	101
CC1=CC(C)(C)[N+](C)(C)c2ccc(C)cc21	4	95	98	97	13	96	97	-55	14	-33	100
COC(=O)Cc1cc(=O)n2[nH]c(C(F)(F)F)nc2n1	19	99	98	97	.	96	99	21	9	9	95
O=C(c1cc2n(n1)C(C(F)(F)F)CC(c1ccco1)N2)N1CCc2ccccc2C1 (stereo not given)	15	98	96	100	.	94	97	1	35	15	95
